Compound activity: PubChem BioAssay, several laboratories
SR-BI HDL uptake – mouse SR-BI HDL lipid transfer inhibition; ldlA[mSR-BI] CHO cells, DiI-HDL uptake fluorescence, 3 h; inhibition, % at 12.5 µM; actives 0.96% (n = 320,000); Q61009;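 active = mean replicate inhibition of at least 70% and a set share of replicates each scoring 70 or more; inconclusive = meets just one of the two criteria; inactive = fails both criteria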;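 also: 0% = median of neutral control wells and 100% = median of positive control wells; values of inactives mirror those of a sister screen read the other way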
HTR5A ag – counter-screen for OPRM1-OPRD1 agonists: human HTR5A agonism; actives 0.61% (n = 340,000); P47898; activation, % at 9.3 µM; HTR5A agonist assay, luminescence, cell-based; in the data active = activation mostly above about 9.5%, no sharp cut-off; inactive = mostly below about 7.6%;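 also: 0% = cells with vehicle only and 100% = reference agonist; strong numbers were not always called active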
Target sequence (P47898 whole entry, looked up): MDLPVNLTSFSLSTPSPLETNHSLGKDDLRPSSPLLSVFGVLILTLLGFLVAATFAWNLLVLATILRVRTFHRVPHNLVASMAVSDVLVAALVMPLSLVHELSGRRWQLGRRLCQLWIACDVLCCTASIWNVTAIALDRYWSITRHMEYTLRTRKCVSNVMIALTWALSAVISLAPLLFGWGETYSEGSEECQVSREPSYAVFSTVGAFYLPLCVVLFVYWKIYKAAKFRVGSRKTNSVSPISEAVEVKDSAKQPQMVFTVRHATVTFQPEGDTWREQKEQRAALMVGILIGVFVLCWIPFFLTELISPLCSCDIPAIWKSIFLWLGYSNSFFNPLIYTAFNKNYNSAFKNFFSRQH
Wnt bcat act – activators of Wnt/beta-catenin signaling; Wnt/beta-catenin reporter cell assay, activator, plate reader; activation, % at 9.35 µM; actives 1.2% (n = 300,000); AID 743398; in the data active = activation above about 30%, passing the limit was not always enough; inconclusive = no clear call, values can overlap the other calls;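 also: 0% = neutral control wells and 100% = positive control wells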
dFosB act – mouse delta FosB homodimer activation | purified delta FosB, TAMRA-CDK5 oligo fluorescence polarization; percent of positive-control signal above neutral wells | activation, % at 25 µM | actives 0.99% (n = 340,000);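 active = mean activation above about 17%, with every replicate also reaching it, limit read from the data, passing the limit was not always enough; inconclusive = only one of the two conditions met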;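 also: fluorescence polarization rise as delta FosB binds a TAMRA Cdk5 AP-1 oligo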
Target sequence (P13346 whole entry, looked up): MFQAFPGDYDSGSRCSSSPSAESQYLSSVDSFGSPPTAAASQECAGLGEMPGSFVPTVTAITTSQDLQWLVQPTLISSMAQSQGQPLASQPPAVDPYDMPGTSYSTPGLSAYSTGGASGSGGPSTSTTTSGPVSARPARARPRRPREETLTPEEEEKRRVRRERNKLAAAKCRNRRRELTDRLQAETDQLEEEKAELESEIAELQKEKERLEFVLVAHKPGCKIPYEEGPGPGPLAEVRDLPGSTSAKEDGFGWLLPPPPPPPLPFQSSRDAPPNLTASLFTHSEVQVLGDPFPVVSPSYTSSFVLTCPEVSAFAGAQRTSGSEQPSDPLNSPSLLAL
PvdQ inh – P. aeruginosa PvdQ acylase inhibition. purified PvdQ acylase, fluorescence plate reader. actives 0.063% (n = 340,000). AID 488965. inhibition, % at 10 µM; in the data active = inhibition above about 30%, passing the limit was not always enough; inconclusive = no clear call, values can overlap the other calls;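 also: 0% = vehicle neutral wells and 100% = reference inhibitor wells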
Rtt109 Vps75 – inhibitors of Candida albicans Rtt109/Vps75 histone acetyltransferase; Q5AAJ8; actives 0.16% (n = 330,000); inhibition, % at 34.9 µM; AID 540336; purified Rtt109/Vps75, ThioGlo CoA-SH fluorescence, 4 h;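 active = inhibition of at least 50% in every replicate; inconclusive = best replicate reaches 50% inhibition but some replicates fall short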
Target sequence (Q5AAJ8 whole entry, looked up): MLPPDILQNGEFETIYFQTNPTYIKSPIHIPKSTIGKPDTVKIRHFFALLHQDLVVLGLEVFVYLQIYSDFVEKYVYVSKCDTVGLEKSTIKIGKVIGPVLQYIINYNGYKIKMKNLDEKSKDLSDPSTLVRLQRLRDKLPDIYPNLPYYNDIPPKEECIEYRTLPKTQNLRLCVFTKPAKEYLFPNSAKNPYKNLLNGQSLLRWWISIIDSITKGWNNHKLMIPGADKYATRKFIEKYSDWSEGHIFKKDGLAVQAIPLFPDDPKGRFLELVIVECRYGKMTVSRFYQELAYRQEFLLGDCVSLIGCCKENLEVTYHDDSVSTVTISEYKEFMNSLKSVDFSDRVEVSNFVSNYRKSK
MITF TRPM1 HTS – increases MITF-driven TRPM1 promoter luciferase signal. activation, % at 12.5 µM. SK-MEL-5 TRPM1-promoter luciferase, 24 h; % of positive control, neutral wells = 0. AID 588334. actives 0.75% (n = 300,000);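 active = mean activation of at least 80% with every replicate also reaching 80%; inconclusive = mean reaches 80% but some replicate falls short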;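 also: 0% = neutral control wells and 100% = parthenolide positive control wells; values of inactives mirror those of a sister screen read the other way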
CDK5 inh – inhibitors of human CDK5/p35 kinase | Q00535+Q15078 | Recombinant CDK5/p35, ADP-Glo luminescence, 60 min | inhibition, % at 10 µM | actives 0.01% (n = 330,000) | AID 488839;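 active = highest replicate inhibition of at least 50% and at least 75% of replicates reaching 50%; inconclusive = only one of the two criteria met; inactive = both criteria failed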;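 also: plate controls were DMSO neutral control for no effect and GW8510 at 10 µM for full effect; many of its hits are not listed in these tables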
SR-BI DiI-HDL act – activators of SR-BI mediated HDL lipid uptake; CHO ldlA[mSR-BI] cells, DiI-HDL uptake fluorescence, 3 h; 100 = double the neutral-control signal; activation, % at 12.5 µM; AID 504775; actives 0.096% (n = 320,000);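 active = mean replicate activation of at least 60% and every replicate at or above 60%; inconclusive = mean or all-replicate condition met, but not both; inactive = mean below 60% and not all replicates reaching 60%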;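 also: 0% = median plate neutral-control signal and 100% = twice that signal; values of inactives mirror those of a sister screen read the other way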
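System: LDL receptor-deficient CHO ldlA cells overexpressing murine SR-BI | Timing: 3 h uptake period with compound, 37 °C | Medium: HEPES-buffered (25 mM, pH 7.4) F12 plus 0.5% BSA | Dosing: Single-point compound dose | Signal: Bottom-read fluorescence, 550/595 nm | Read-out: Retained DiI signal reflecting DiI-HDL uptake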
RTF Ca sens act – increases calcium sensitivity of human cardiac regulated thin filaments | activation, % at 7.2 µM | IANBD-labeled TnC RTF fluorescence at EC20 calcium; 0% EC20 calcium, 100% full calcium | AID 493008 | actives 0.24% (n = 340,000) | P19429+P45379;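 active = activation above the mean over all tested compounds plus 3 SD, cut at about 30% in these data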;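 also: rise in fluorescence read as greater calcium sensitivity of cardiac thin filaments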
* hit, by the source's call; ? = inconclusive; . = no result given; & = joins results of further samples; ! = a repeat was not active.

SMILES | SR-BI HDL uptake | HTR5A ag | Wnt bcat act | dFosB act | PvdQ inh | Rtt109 Vps75 | MITF TRPM1 HTS | CDK5 inh | SR-BI DiI-HDL act | RTF Ca sens act
CC1CC(C)CN(C(=O)CSc2nnc(-c3ccc(F)cc3)o2)C1 (stereo unspecified) | -8 | 1 | -3 | -7 | -8 | -3 | 3 | -6.3 | 8 | 14
CCCOc1cccc(C(=O)Nc2ccc(CN3CCOCC3)cc2)c1 | 51 | -2 | 0 | -6 | -16 | -2 | . | -5.1 | -51 | 2
Cc1cc(=O)[nH]c(-c2ccc(Cl)cc2)n1 | . | -2 | 0 | -4 | -13 | -1 | 16 | -2.0 | . | 11
O=c1c2ccccc2cnn1-c1ccc(Br)cc1 | -6 | 0 | . | -7 | 3 | 3 | 23 | 1.7 | 6 | 1
Cc1ccc2[nH]c(-c3ccccc3)c(CN3CCOCC3)c(=O)c2c1 | 8 | 7 | 4 | 0 | -8 | -1 | 1 | 2.9 | -8 | -1
O=C(COC(=O)C1CCCC1)NCc1ccc(Cl)cc1 | 7 | 1 | 0 | -2 | 12 | 13 | -13 | 0.3 | -7 | -2
COc1ccc(CNC(=O)COc2cc3c(c4oc(=O)cc(C)c24)CCC(C)(C)O3)cc1OC | 55 | 3 | -2 | -21 | -17 | 17 | . | 0.7 | -55 | 3
Cc1cc(Cl)nc(NC(=O)Nc2cccc(Cl)c2)n1 | . | -1 | -3 | 2 | -4 | 1 | ? | 0.5 | . | -3
COc1ccccc1NC(=O)C1CCCN(c2cnccn2)C1 (stereo unspecified) | -14 | -2 | 1 | -2 | -13 | -5 | 5 | -2.8 | 14 | 1
c1ccc(Cc2nnc3n2CCCCC3)cc1 | -14 | 8 | . | 0 | -7 | -5 | 4 | -3.6 | 14 | -4
CCOC(=O)C(NC(=O)Cc1ccccc1)(Nc1cc(C)on1)C(F)(F)F (stereo unspecified) | -40 | 9 | -3 | 3 | -3 | 6 | . | -1.0 | 40 | -1
O=S(=O)(NC1Cc2ccccc2C1)c1ccccc1 | -4 | 3 | 0 | 3 | 8 | 12 | 2 | -0.4 | 4 | -4
CCOC(=O)CNC(=O)CSc1ncnc2c1nnn2-c1ccc(F)cc1 | -20 | 6 | . | 5 | 8 | -4 | -17 | 0.6 | 20 | -4
CCOc1ccc(S(=O)(=O)NCCC(=O)N(C)CC(=O)Nc2ccc(N3CCOCC3)cc2)cc1 | 8 | -3 | 0 | -6 | 0 | -4 | -6 | 0.8 | -8 | -1
COc1ccc(CNS(=O)(=O)c2ccc3oc(C(=O)O)c(C)c3c2)cc1 | -9 | 1 | -2 | -3 | 13 | -2 | 3 | -2.5 | 9 | 3
C[C@H](NC(=O)c1ccco1)C(=O)NCc1cccs1 | 5 | 3 | -3 | -5 | -11 | -1 | 3 | 0.3 | -5 | 5
COc1ccc(-c2cn3c(C)c(C(=O)N4CCCc5ccccc54)sc3n2)cc1 | 51 | -1 | 2 | -4 | -8 | 6 | 7 | -0.6 | -51 | 1
COc1ccc(NC(=O)CCC(=O)c2cccs2)cc1S(=O)(=O)Nc1ccccc1Cl | 25 | 0 | -4 | 1 | 2 | 2 | -6 | -1.0 | -25 | 4
Cc1nc(C(=O)NNC(=O)c2ccc(Cl)cc2)c(C(F)(F)F)o1 | -19 | 2 | -4 | 6 | -10 | -13 | . | -0.2 | 19 | -3
Cc1ccccc1N1CCN(C2CCCN(C(=O)c3snnc3C)C2)CC1 (stereo unspecified) | -4 | 1 | -1 | -9 | -10 | -6 | -7 | -0.3 | 4 | -1
CCOC(=O)c1sc(NC(=O)CS(=O)(=O)c2ccc(C)cc2)nc1C | -6 | 1 | -2 | -9 | -13 | 5 | -23 | 1.3 | 6 | -4
CCOc1ccccc1C(=O)NCC(=O)OCC(=O)c1c(N)n(C)c(=O)n(C)c1=O | 10 | 1 | -1 | -4 | -6 | -12 | 8 | 1.3 | -10 | 0
COC(=O)c1cc2ccsc2n1Cc1nc(-c2cccc(Cl)c2)oc1C | -9 | -2 | -7 | -15 | -18 | -1 | -2 | -0.6 | 9 | 5
COc1ccc(CNC(=O)CN(C)Cc2ccc(SC)cc2)cc1 | -3 | 0 | 0 | -2 | -1 | -5 | 2 | -0.9 | 3 | -4

Among those listed so far, 3 have a thiophene ring, fused or not.
SMILES | SR-BI HDL uptake | HTR5A ag | Wnt bcat act | dFosB act | PvdQ inh | Rtt109 Vps75 | MITF TRPM1 HTS | CDK5 inh | SR-BI DiI-HDL act | RTF Ca sens act
C[C@H](NC(=O)c1ccco1)C(=O)NCc1cccs1 | 5 | 3 | -3 | -5 | -11 | -1 | 3 | 0.3 | -5 | 5
COc1ccc(NC(=O)CCC(=O)c2cccs2)cc1S(=O)(=O)Nc1ccccc1Cl | 25 | 0 | -4 | 1 | 2 | 2 | -6 | -1.0 | -25 | 4
COC(=O)c1cc2ccsc2n1Cc1nc(-c2cccc(Cl)c2)oc1C | -9 | -2 | -7 | -15 | -18 | -1 | -2 | -0.6 | 9 | 5

(cont.)
SMILES | SR-BI HDL uptake | HTR5A ag | Wnt bcat act | dFosB act | PvdQ inh | Rtt109 Vps75 | MITF TRPM1 HTS | CDK5 inh | SR-BI DiI-HDL act | RTF Ca sens act
O=C(CNc1cccc([N+](=O)[O-])c1)N1CCN(S(=O)(=O)c2ccc(Cl)cc2)CC1 | -3 | 1 | 0 | 0 | -8 | -3 | -8 | 0.0 | 3 | -2
CCc1ccc(NC(=O)C2CCCN(S(=O)(=O)c3ccc4[nH]c(=O)ccc4c3)C2)cc1 (stereo unspecified) | 104* | -1 | 0 | 29* | -4 | 0 | -59 | -0.4 | -104 | -3
CC1CCN(S(=O)(=O)c2ccc(NC(=O)Cn3nnc(-c4ccccc4F)n3)cc2)CC1 | 15 | 1 | -13 | 78* | 1 | . | -11 | 4.1 | -15 | 3
CCCCOCC(O)CN1CCN(C(C)=O)CC1 (stereo unspecified) | -8 | 3 | . | -4 | -3 | . | -3 | 0.6 | 8 | 11
O=C(CSc1nnc(-c2ccccc2Cl)o1)N1CCCC1 | . | 7 | 11 | -2 | -1 | 1 | . | -0.4 | . | -1
Cc1ccc(Nc2nnc(SCn3nnc4ccccc4c3=O)s2)cc1 | -14 | 1 | . | 7 | -17 | -6 | 15 | 1.1 | 14 | 2
O=S(=O)(Nc1nccs1)c1cnc(Cl)c(Br)c1 | . | -1 | 7 | -6 | -13 | 3 | -1 | -1.3 | . | 8
COc1ccc(S(=O)(=O)N(C)CC(=O)Nc2ccccc2OC)cc1 | 18 | 5 | . | -4 | 2 | 1 | 10 | 0.3 | -18 | -2
Cc1ccc(OCC(=O)N2CCN(S(C)(=O)=O)CC2)cc1 | . | 4 | 1 | -8 | -4 | -8 | -1 | -1.0 | . | -1
C/C(CC(=O)Nc1ccc(N(C)C)cc1)=N\NC(=O)c1ccc([N+](=O)[O-])cc1 | -9 | 4 | -1 | -2 | -1 | -3 | . | 0.2 | 9 | -3
CN(C)CCn1c(=S)[nH]c2ccccc2c1=O | -19 | 4 | . | -7 | -10 | 11 | 5 | 0.7 | 19 | 2
O=c1cc(O)c2sc3nc(C(F)(F)F)c4c(c3c2[nH]1)CCCCC4 | -20 | 0 | -4 | -9 | 6 | -12 | 0 | 0.9 | 20 | 3
O=C(O)c1cc(-c2ccco2)nc2ccc(Br)cc12 | 3&-40 | 18*! | . | -16&-1 | -9&-4 | 0&2 | -13&4 | -9.5 | -3&40 | -22&-9
CCOC(=O)c1ccc(-n2c(CCC(=O)O)ccc2-c2ccccc2)cc1 | -25 | -3 | 6 | -5 | -6 | -4 | -6 | 0.2 | 25 | -3
COc1ccc(CCN(Cc2nc3ccccc3c(=O)[nH]2)C(=O)c2ccco2)cc1OC | 24 | 1 | . | -2 | -14 | -5 | . | 0.9 | -25 | -5
Clc1ccc(/C=N/N2CCN(Cc3ccccc3)CC2)cc1 | 4 | -1 | 0 | -1 | 4 | 0 | . | -0.4 | -4 | -2
CSc1nnc2c3cc(F)ccc3n(Cc3ccccc3)c2n1 | -9 | 2 | -1 | -1 | -1 | -6 | . | -1.1 | 9 | -4
Nn1c(COc2cccc(Br)c2)nnc1SCC(=O)NCC1CCCO1 (stereo unspecified) | 7 | 3 | -2 | -3 | 6 | 9 | -5 | 0.1 | -7 | -5
Cc1ccc(S(=O)(=O)CCC(=O)NNC(=O)CN(C)S(=O)(=O)c2ccc(C)cc2)cc1 | -8 | 2 | -3 | 0 | 0 | 11 | -5 | -0.4 | 8 | -4
CCc1cc2ccc(C)cc2nc1SCC(=O)N1CCN(C(=O)c2ccco2)CC1 | 43 | 0 | . | -27 | -10 | 4 | -2 | -2.1 | -43 | -2
CCN(CC)S(=O)(=O)c1cc(C(=O)Nc2cc(Cl)ccc2N2CCN(C)CC2)ccc1Cl | -18 | -5 | -7 | 0 | 9 | -5 | . | 0.9 | 18 | 2
Cn1cnnc1SC1CCCCC1NS(=O)(=O)c1ccc(Cl)cc1 (stereo unspecified) | -10 | 7 | 0 | 0 | -11 | 1 | -4 | 1.0 | 10 | 5
CC(C)(C)OC(=O)CNC(=O)c1nc[nH]c1C(=O)NCc1ccccc1 | -25 | -1 | 0 | 3 | 3 | 11 | -4 | 3.0 | 25 | -3
COc1ccc(C(=O)OCCN2CCOCC2)cc1OC | -22 | 4 | 0 | -3 | -11 | -6 | . | 0.2 | 22 | 0
O=C(/C=C/c1ccco1)N(Cc1ccc(F)cc1)C1CCS(=O)(=O)C1 (stereo unspecified) | -7 | 8 | 0 | -7 | -7 | 1 | . | -0.9 | 7 | -8
COCCCN1C(=O)C(O)=C(C(=O)c2ccco2)C1c1cccc(Br)c1 (stereo unspecified) | -11 | 2 | -2 | 1 | 6 | . | -10 | 1.7 | 11 | -1
Cc1ccc(CN2CC(C(=O)NCCCSc3ccccc3)CC2=O)cc1 (stereo unspecified) | -5 | 2 | -3 | -8 | -22 | 6 | -6 | -1.2 | 5 | 0

An excerpt from above in order of their number in SR-BI DiI-HDL act, highest first.
Structure,SR-BI HDL uptake,Wnt bcat act,dFosB act,PvdQ inh,Rtt109 Vps75,MITF TRPM1 HTS,CDK5 inh,SR-BI DiI-HDL act,RTF Ca sens act
COc1ccccc1NC(=O)C1CCCN(c2cnccn2)C1 (stereo unspecified),-14,1,-2,-13,-5,5,-2.8,14,1
CC1CC(C)CN(C(=O)CSc2nnc(-c3ccc(F)cc3)o2)C1 (stereo unspecified),-8,-3,-7,-8,-3,3,-6.3,8,14
Cc1ccc(CN2CC(C(=O)NCCCSc3ccccc3)CC2=O)cc1 (stereo unspecified),-5,-3,-8,-22,6,-6,-1.2,5,0
CCc1cc2ccc(C)cc2nc1SCC(=O)N1CCN(C(=O)c2ccco2)CC1,43,.,-27,-10,4,-2,-2.1,-43,-2
CCCOc1cccc(C(=O)Nc2ccc(CN3CCOCC3)cc2)c1,51,0,-6,-16,-2,.,-5.1,-51,2

No enrichment for hits; any-hit rate near 4.4%.
